Salmonella PhoP GFP = Inhibition of PhoP regulon, Salmonella typhi GFP reporter cells, confirmation, 4 h (AID 1850); Salmonella Typhi PhoP-promoter GFP reporter, fluorescence, 4 h; higher % means a stronger effect; one-dose inhibition, % at 50 µM; IC50 in µM for titrated hits; actives 0.33% (n = 310,000); in the data active = a potency from the dose series; inconclusive = inhibition mostly from about 25% at the one dose, without a potency; inactive = the rest, 99 in 100 with inhibition below about 19%;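 note: 0% = induced wells with vehicle and 100% = uninduced wells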
influenza NS1A = NS1A inhibition, H1N1 influenza, cell based functional assay (AID 504329). NS1A functional cell-based assay, percent inhibition; higher % means a stronger effect. inhibition, % at 12.5 µM, or IC50 in µM where a hit was titrated. actives 0.3% (n = 340,000); in the data active = a potency from the dose series; inconclusive = inhibition above about 27% without an active follow-up result; note: strong numbers were not always called active
tuberculosis growth = growth inhibition of non-replicating M. tuberculosis (AID 488890); Mycobacterium tuberculosis non-replicating, growth inhibition; higher % means a stronger effect; one-dose inhibition, % at 25 µM; IC50 in µM for titrated hits; actives 0.39% (n = 320,000); in the data active = a potency from the dose series; inconclusive = inhibition mostly from about 82% at the one dose, without a potency; inactive = the rest, 99 in 100 with inhibition below about 76%;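 note: plate controls were DMSO cells for no effect and high antibiotic wells for full effect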
inhibitors of VEEV = inhibitors of VEEV TC-83 cytopathic effect, confirmation, Vero cells (AID 588727) | Vero cells, VEEV TC-83 cytopathic effect inhibition; higher % means a stronger effect | inhibition, % at 20 µM, or IC50 in µM where a hit was titrated | actives 0.13% (n = 350,000); in the data active = a potency from the dose series; inconclusive = inhibition mostly from about 14% at the one dose, without a potency; inactive = the rest, 99 in 100 with inhibition below about 12%; note: strong numbers were not always called active
M. tuberculosis HTS = M. tuberculosis growth inhibition, HTS (AID 449762) | M. tuberculosis H37Rv growth inhibition, 7H9 media; higher % means a stronger effect | inhibition, % at 25 µM, or IC50 in µM where a hit was titrated | actives 0.59% (n = 330,000); in the data active = a potency from the dose series; inconclusive = inhibition above about 70% without an active follow-up result;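 note: bacterial growth assessed after seven days of incubation; strong numbers were not always called active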
inhibitors of VEEV 10K pilot screen = also measured in inhibitors of VEEV; calls as there; inhibition, %; measured here: 10K pilot screen inhibition
* = called active by the depositor; i = inactive; ? = inconclusive; . = no result given.

SMILES	Salmonella PhoP GFP	influenza NS1A	tuberculosis growth	inhibitors of VEEV	M. tuberculosis HTS	others
CC(=O)Nc1ccc(C2CN(C)CC2C(=O)c2ccc(Cl)cc2)cc1 (configuration not stated)	-13%	3%	19%	0.1%	6%
CSC1=NP(=S)(SC)N(C)c2nc3n(c21)CCC3 (configuration not stated)	21%	.	-19%	.	-2%
COc1cc(C)nc(SCC(N)=O)n1	-2%	-19%	-4%	0.8%	-4%
Cc1ccc(N2C(=O)CC(N3CCSCC3)C2=O)c(C)c1 (configuration not stated)	-7%	-24%	.	1.3%	-8%
COC(=O)c1cc(N2C(=O)C3C4C=CC(CC4)C3C2=O)ccc1Cl (configuration not stated)	-3%	-8%	-7%	i	-5%
Cc1cc(C)nc(SCCC(=O)Nc2cccc3ccccc23)n1	0%	-7%	17%	6.7%	-4%
Cc1cc(C)c(NC(=O)NC2CCCCC2)c(C)c1	-8%	-11%	3%	1.0%	0%
O=[N+]([O-])c1ccc2c(c1)C(=NO)c1cc(F)ccc1-2	.	-9%	.	2.5%	.
O=C(NCCN1CCN(C(=O)c2cccs2)CC1)C(=O)Nc1ccc(Br)cc1	-7%	4%	22%	2.7%	10%
CC[C@]12c3[nH]c4cc(-c5ccco5)ccc4c3CCN1C(=O)[C@@H](CC(=O)NCCN1CCOCC1)C[C@@H]2C(=O)N1CCN(C(=O)C2CC2)CC1	.	-16%	.	0.2%	.
COc1cccc([C@@H]2CC=C(C(=O)O)[C@H](c3ccc(C)cc3)N2S(=O)(=O)c2ccc(C)cc2)c1	.	-6%	27%	0.9%	6%
Cc1nc2ccccn2c1C(=O)N=Nc1c(O)[nH]c2ccccc12	5%	-8%	-15%	9.0%	23%
COc1ccc(CNC(=O)c2ccc(S(=O)(=O)N3CC(C)CC(C)C3)cc2)cc1OC (configuration not stated)	.	-3%	.	4.6%	.
Cc1cc(C(=O)NNc2cc(Cl)ccc2Cl)no1	5%	9%	i	i	?
CCCCc1nc(C(N)=O)c2[nH]c(=O)n(-c3ccc(OC)c(OC)c3)c2n1	5%	-3%	7%	1.4%	-2%
CC(C)(C)C(=O)N1CCC2CC1c1cc(Cl)ccc12 (configuration not stated)	.	-7%	.	2.1%	.
O=C(NC(NCc1ccccn1)(C(F)(F)F)C(F)(F)F)c1ccco1	-5%	2%	3%	i	-2%
CC(C)Oc1ccc(CNC(=O)Oc2ccccc2)cc1	-3%	-3%	82%	0.6%	6%
CC1=CC(C)(C)N(C(=O)CCl)c2ccccc21	1%	-2%	?	7.1%	46%
Cc1cc(=O)[nH]c(N/N=C/c2c[nH]c3ccccc23)n1	3%	-8%	2%	1.8%	6%
O=C(O)CCC(=O)N1CCN(c2nc(-c3ccccc3Cl)c3cc(Br)ccc3n2)CC1	5%	-2%	27%	1.4%	8%
CCN(CC)C(=O)CSc1ncccc1-c1nc2ccccc2[nH]1	2%	3%	2%	0.7%	1%
NC(=O)C1CCN(CC(=O)Nc2ccccn2)CC1	2%	15%	9%	4.0%	-5%
Cc1ccc(N2CC(NC(=O)N3CCN(C(=O)c4ccco4)CC3)CC2=O)cc1 (configuration not stated)	-6%	-1%	0%	0.2%	2%
O=c1[nH]c(CN2CCN(S(=O)(=O)c3ccc4ccccc4c3)CC2)nc2ccccc12	2%	6%	10%	0.1%	7%

By substructure: the compounds so far with a COOH group
SMILES	Salmonella PhoP GFP	influenza NS1A	tuberculosis growth	inhibitors of VEEV	M. tuberculosis HTS	others
COc1cccc([C@@H]2CC=C(C(=O)O)[C@H](c3ccc(C)cc3)N2S(=O)(=O)c2ccc(C)cc2)c1	.	-6%	27%	0.9%	6%
O=C(O)CCC(=O)N1CCN(c2nc(-c3ccccc3Cl)c3cc(Br)ccc3n2)CC1	5%	-2%	27%	1.4%	8%

(next part)
SMILES	Salmonella PhoP GFP	influenza NS1A	tuberculosis growth	inhibitors of VEEV	M. tuberculosis HTS	others
N/C(=N\OC(=O)c1ccc(=O)n(Cc2ccc(Cl)cc2)c1)c1ccccn1	2%	8%	6%	11%	47%
CC1CCN(C(=O)CSc2nc3ccccc3c(=O)[nH]2)CC1	18%	-12%	2%	3.4%	59%
CCOC(=O)c1c(C)nc2c3ccccc3ccn12	-12%	20%	i	i	-3%
COc1cc(CCC(=O)OCC(=O)Nc2ccc3c(c2)OCO3)cc(OC)c1OC	-19%	-6%	5%	i	2%
O=S(=O)(c1ccccc1)c1nc(-c2ccccc2)oc1N1CCCC1	6%	12%	0%	i	0%
O=C(/C=C/c1cccc(Cl)c1)NCc1ccncc1	8%	-9%	-11%	i	-6%
COc1ccc(C(CNC(=O)c2cccc(N(C)C)c2)N2CCCC2)cc1 (configuration not stated)	-1%	9%	34%	i	-9%
O=C(O)C12CC3CC(C1)CC(n1ncc(N4CCN(c5ccccc5)CC4)c(Cl)c1=O)(C3)C2	-1%	-2%	-1%	0.3%	0%
CC(=O)Nc1ccc(S(=O)(=O)N2CCN(CCc3ccccc3)CC2)cc1	-7%	0%	17%	1.1%	7%
O=C(COC(=O)C1CCN(S(=O)(=O)c2cccs2)CC1)Nc1ccccc1	-14%	-10%	5%	1.8%	-2%
Cc1cccn2c(=O)c3cc(C(=O)NCCc4ccccc4)sc3nc12	5%	8%	-9%	4.3%	7%
COc1ccc2c(c1)[nH]c1c(N3CCSCC3)ncnc12	-6%	-4%	12%	11%	-2%
COC(=O)CNC(=O)C(Cc1ccccc1)NS(=O)(=O)c1ccc2c(c1)c(=O)n(C)c(=O)n2C (configuration not stated)	-5%	-2%	6%	2.2%	-1%
CN(C)CCN(C(=O)c1cccc(N2C(=O)CCC2=O)c1)c1nc2ccc(Br)cc2s1	3%	-5%	-1%	i	-1%
COc1cccc(NS(=O)(=O)c2cc3[nH]c(=O)c(=O)[nH]c3cc2C)c1	13%	-2%	1%	2.0%	6%
c1ccc(CN(Cc2ccccc2)Cc2nnc(-c3cc4ccccc4[nH]3)s2)cc1	.	-20%	5%	6.7%	5%
Oc1ccccc1-c1cc(-c2ccccc2)no1	11%	-4%	0%	2.5%	5%
Cc1c(C(=O)N2CCCC2)oc2ccc(Br)cc12	-1%	-6%	53%	6.2%	2%
CCC(C)N(C(=O)CSc1ncnc2c1cnn2-c1ccccc1)C1CCS(=O)(=O)C1 (configuration not stated)	1%	-13%	-9%	6.2%	-4%
Cc1ccc(S(=O)(=O)CCC(=O)OCC(=O)N(C)C2CCS(=O)(=O)C2)cc1 (configuration not stated)	-5%	5%	-8%	0.9%	-4%
CCN(CC(=O)Nc1ccc(OC)cc1)C(=O)COc1cccc2c1OC(C)(C)C2	11%	11%	1%	0.1%	-1%
CCOc1cc(C(=O)OCc2ccc(OC)cc2)ccc1OCC(=O)N1CCOCC1	.	-2%	25%	5.8%	-4%
Cc1ccsc1C(=O)NNC(=O)C1CC=CCC1C(=O)O (configuration not stated)	1%	-9%	-9%	0.8%	-2%
Fc1ccccc1-c1nnc2n1N=C(c1ccc(OC(F)F)c(OCC3CC3)c1)CS2	.	3%	2%	1.4%	6%
CN(C)CCCN(C(=O)CCc1ccccc1)c1nc2ccc(Cl)cc2s1	1%	11%	i	i	?

Arranged by count of non-hydrogen atoms (rising): some entries from above.
SMILES	Salmonella PhoP GFP	influenza NS1A	tuberculosis growth	inhibitors of VEEV	M. tuberculosis HTS	others
Oc1ccccc1-c1cc(-c2ccccc2)no1	11%	-4%	0%	2.5%	5%
Cc1cccn2c(=O)c3cc(C(=O)NCCc4ccccc4)sc3nc12	5%	8%	-9%	4.3%	7%
CC(=O)Nc1ccc(S(=O)(=O)N2CCN(CCc3ccccc3)CC2)cc1	-7%	0%	17%	1.1%	7%
c1ccc(CN(Cc2ccccc2)Cc2nnc(-c3cc4ccccc4[nH]3)s2)cc1	.	-20%	5%	6.7%	5%

(next part)
SMILES	Salmonella PhoP GFP	influenza NS1A	tuberculosis growth	inhibitors of VEEV	M. tuberculosis HTS	others
CN1COc2ccc3ccccc3c2C1	-8%	-7%	23%	0.4%	-1%
CC(=O)N1CCCc2cc(S(=O)(=O)N3CCCC(C(=O)N4CCN(c5cc(C)ccc5C)CC4)C3)ccc21 (configuration not stated)	0%	12%	36%	7.1%	42%
CCN(C(=O)CSc1ncccc1C(=O)OC(C)C)c1cccc(C)c1	8%	-1%	25%	i	-3%
CN1CCN(C(=O)C2=C[C@@H](C3CC3)C[C@@H](OCc3ccc(CO)cc3)O2)CC1	-6%	-7%	-4%	i	1%
CCN(CC)C(=O)Cn1cc(S(=O)(=O)CC(=O)Nc2ccc(OC)c(OC)c2)c2ccccc21	-4%	-5%	-3%	1.3%	-4%
O=S(=O)(c1ccc(OCC(O)CN2CCN(c3ccccc3O)CC2)cc1)N1CCOCC1 (configuration not stated)	11%	9%	8%	0.8%	-4%
CCNCCNC(=O)c1c(O)c2ccccc2n(CC)c1=O	5%	-3%	9%	1.7%	-2%
O=C(O)C1CCCN1C(=O)C1CCN(S(=O)(=O)c2cccc(C(F)(F)F)c2)CC1 (configuration not stated)	.	-4%	.	1.9%	.
C=CCn1c(O)c(C(CC)=Nc2cccc(C(F)(F)F)c2)c(=O)[nH]c1=O	6%	3%	-16%	5.4%	-6%
CCCCNC(=O)c1ccc2c(c1)N(CC)C(=O)c1ccccc1S2(=O)=O	-5%	0%	19%	1.6%	-11%
OC(c1cccs1)(c1cccs1)C1C[N+]2(CF)CCC1CC2 (configuration not stated)	-7%	10%	-12%	0.8%	1%
COC(=O)[C@@H]1C[C@@]2(O)[C@H](O)[C@H](O)[C@H](O)C[C@H]2N1CC(c1ccccc1)c1ccccc1	-12%	3%	-3%	0.5%	-2%	inhibitors of VEEV 10K pilot screen=0.6
CCOC(=O)C(=NC(C)CC)NNc1cccc(C(F)(F)F)c1 (configuration not stated)	-7%	-7%	54%	i	?
CCC(=O)Nc1cccc(NC(=O)CSc2nnc(-c3ccc(NS(C)(=O)=O)cc3)n2C)c1	-3%	-2%	41%	0.3%	3%
COc1ccc(C(=O)COC(=O)C2CCN(c3ccc(C(F)(F)F)cn3)CC2)c(OC)c1	.	-9%	.	5.0%	.
Cn1/c(=N/NC(=O)c2ccccc2F)sc2ccccc21	1%	-7%	22%	0.5%	20%
COc1ccc(C(=O)c2c(O)cc(-c3ccc(OC)cc3)oc2=O)cc1	-10%	-8%	78%	0.3%	9%
CCOC(=O)Cc1csc(NS(=O)(=O)c2ccc(C(F)(F)F)cc2)n1	-2%	.	2%	0.5%	-8%
Cc1c(N=C2NC(=O)C(CC(=O)Nc3ccc(Cl)cc3)S2)c(=O)n(-c2ccccc2)n1C (configuration not stated)	3%	-3%	41%	0.8%	-8%
C=CCOc1ccc(/C=C(\C#N)C(=O)Nc2ccccn2)cc1	5%	0%	?	0.0%	7%
COCCNC(=O)CSc1cc(=O)n(C)c2cc(Cl)ccc12	-14%	-1%	-19%	i	-6%
CCCCC(=O)Nc1ccc(NC(=S)NC(=O)CCCCl)cc1OC	-5%	-3%	57%	1.0%	17%
Cn1c(N)c(C(=O)c2ccccc2)c(=O)n(C)c1=O	10%	13%	-6%	1.0%	-10%
COc1ccccc1/C=C1\SC(N2CCC(C)CC2)=NC1=O	11%	8%	12%	1.6%	21%
CCN1CCN(C(=S)Nc2cccc([N+](=O)[O-])c2)CC1	-7%	3%	0%	0.5%	2%
(further entries)
SMILES	Salmonella PhoP GFP	influenza NS1A	tuberculosis growth	inhibitors of VEEV	M. tuberculosis HTS	others
O=C(CN1C(=O)NC2(CCCCCC2)C1=O)Nc1ccc([N+](=O)[O-])cc1	.	1%	31%	0.1%	?
Cc1cccc(-n2nnnc2-c2cnccc2C(F)(F)F)c1C	2%	11%	-8%	3.7%	3%
CN1CCN(NC(=O)Nc2ccc(Br)cc2)CC1	-9%	7%	8%	7.4%	7%
CCOC(=O)c1sc(NC(=O)Nc2ccccc2Cl)cc1C	0%	0%	14%	8.4%	-1%	inhibitors of VEEV 10K pilot screen=3.0
Cc1ccsc1/C=N/NC(=O)c1ccc([N+](=O)[O-])cc1	17%	0%	-7%	1.5%	5%
COc1ccccc1NC(=O)c1ccc(NC(=O)CSc2nncn2C)cc1	3%	-3%	19%	1.3%	8%
COc1ccc(OC)c(CC(NC(C)=O)C(=O)NC2CCN(c3c(Cc4ccccc4)c(C)nc4ncnn34)CC2)c1 (configuration not stated)	-10%	-1%	11%	8.6%	-5%
Cc1c(N=Cc2nc3ccccc3n2C)c(=O)n(-c2ccccc2)n1C	-88%	0%	28%	i	-10%
CN(C)c1ccc(/C=C2\CCCCC2=O)cc1	-6%	12%	?	1.6%	14%

Screens as filed in PubChem BioAssay.
